Screening data as filed in PubChem BioAssay.
Vif-APOBEC3F blk – Vif-A3F binding inhibition; HeLa A3F-eYFP + Vif (tagged APOBEC3F with the HIV-1 protein that degrades it), YFP fluorescence increase; Potency, µM (doses to about 46.1 µM), for inactives: at the top dose activity, negative = active; 390,000 tested, 0.2% active; also: potency is read from the fitted curve at half-maximal effect; % of control where 0% means no effect; nearly all actives have a fitted effect of over 65% in size
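Fluorescence increase (Ex 488/Em 500-530) after overnight compound treatment at 37 deg C flags inhibition of Vif-driven A3F-eYFP loss in stable HeLa A3F-eYFP/Vif cells seeded overnight beforehand.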
D1 potentiator – potentiators of human D1 dopamine receptor. P21728. HEK293 TREx D1 cells, calcium flux, dopamine EC20 potentiation. potentiation, % at 10 µM. 360,000 tested, 0.036% active. AID 504651; in the data active = potentiation above about 30%; also: 0% is about no effect
D1 antag – antagonists of human D1 dopamine receptor | HEK293 TREx D1 cells, calcium flux, dopamine EC80; stronger effect = lower value | activity change, negative = inhibition, % at 10 µM | 360,000 tested, 3.2% active; in the data active = activity change below about -30%; also: % is scaled to controls: 0 for no effect and ±100 for the full control effect
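Kinetic fluorescence of a calcium dye serves as the read-out. D1-expressing Hek293 Trex cells, induced overnight at 30 C, are exposed to compound for 180 s before an EC80 dopamine addition, then read 180 s further.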
D1 ag – human D1 receptor agonism. HEK293 T-REx D1 cells, calcium flux, agonist mode. activation, % at 2 µM. 360,000 tested, 1% active. AID 504660; in the data active = activation above about 30%; also: 0% is about no effect
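Inducible HEK293 T-REx D1 cells, force-coupled to calcium signalling, were plated at 4000 cells/well with tetracycline and held overnight at 30 C. After no-wash calcium dye loading, compound-evoked calcium rise over 180 s flagged agonists.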
D2 potentiator – positively modulates the human D2 dopamine receptor allosterically. P14416. HEK293 T-REx D2, calcium flux, EC20 dopamine potentiation. potentiation, % at 10 µM. 340,000 tested, 0.34% active. AID 485347;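 active = potentiation over 3 SD above the plate norm, cut at about 30% in these data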; also: 0% is about no effect
Target sequence (P14416 whole entry, looked up): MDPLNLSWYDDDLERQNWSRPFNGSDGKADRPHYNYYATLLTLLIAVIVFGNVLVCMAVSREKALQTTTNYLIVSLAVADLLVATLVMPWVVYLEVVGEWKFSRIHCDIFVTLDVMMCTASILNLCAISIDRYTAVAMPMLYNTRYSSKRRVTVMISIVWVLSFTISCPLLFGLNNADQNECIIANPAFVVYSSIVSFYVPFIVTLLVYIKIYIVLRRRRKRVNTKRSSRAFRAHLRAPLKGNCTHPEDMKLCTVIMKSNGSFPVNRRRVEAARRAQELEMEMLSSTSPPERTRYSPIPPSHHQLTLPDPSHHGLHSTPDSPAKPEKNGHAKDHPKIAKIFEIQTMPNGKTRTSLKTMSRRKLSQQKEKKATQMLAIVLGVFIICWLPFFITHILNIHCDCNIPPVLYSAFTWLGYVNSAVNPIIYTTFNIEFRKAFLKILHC
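Tetracycline-induced Hek293 Trex D2 cells, force-coupled to calcium, loaded with no-wash calcium dye. Compound added with 180 s kinetic read for agonism, then EC20 dopamine and a further 180 s read for potentiation.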
Vif-APOBEC3G blk – blocks the Vif interaction with human APOBEC3G; 410,000 tested, 0.076% active; Q9HC16; HeLa A3G-eYFP + Vif (tagged APOBEC3G with the HIV-1 protein that degrades it), YFP fluorescence, overnight; Potency, µM (series often up to 46.1 µM), for inactives: at the highest dose activity, negative = active, most hits filed as inhibitors; AID 602310;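 also: potency is read from the fitted curve at half-maximal effect; % is scaled to controls: 0 for no effect and ±100 for the full control effect; nearly all actives have a fitted effect of over 60% in size; hits raise eYFP signal because A3G escapes Vif-driven loss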
Target sequence (Q9HC16 whole entry, looked up): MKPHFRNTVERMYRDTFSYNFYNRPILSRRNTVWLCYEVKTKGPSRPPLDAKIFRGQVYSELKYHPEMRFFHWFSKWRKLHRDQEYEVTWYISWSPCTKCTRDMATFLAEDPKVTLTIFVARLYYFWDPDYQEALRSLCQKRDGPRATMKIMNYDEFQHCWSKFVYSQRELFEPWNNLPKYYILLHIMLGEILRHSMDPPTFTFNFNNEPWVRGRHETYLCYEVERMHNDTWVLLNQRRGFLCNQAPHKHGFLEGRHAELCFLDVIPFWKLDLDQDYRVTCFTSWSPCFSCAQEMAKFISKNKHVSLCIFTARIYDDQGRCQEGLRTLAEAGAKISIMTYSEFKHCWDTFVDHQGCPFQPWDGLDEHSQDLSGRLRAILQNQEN
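HeLa cells stably expressing Vif and C-terminally eYFP-tagged A3G, seeded overnight at 37 deg C, then exposed to compound by pintool overnight at 37 deg C. Rise in yellow fluorescence (Ex 488/Em 500-530, Acumen) marks blocked Vif-driven A3G degradation.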
LDHA block – LDHA (human) enzyme inhibition. P00338. purified LDHA, NADH/diaphorase-resazurin fluorescence; stronger effect = lower value. activity change, % (values are at about 110 or 230 µM). 480,000 tested, 0.15% active; in the data active = activity change below about -30%; inconclusive = mostly about -25% to -30%;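 also: plate controls were DMSO wells for no effect and wells without enzyme for full effect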
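Human LDH5 (2 nM) was incubated with 0.06 mM NADH and 0.2 mM pyruvate for 5 min at room temperature in Tris pH 7.4. Remaining NADH was coupled through diaphorase/resazurin, and resorufin fluorescence was read at 0 and 20 min.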
RXFP1 ag – activates the human relaxin receptor RXFP1. Q9HBX9. HEK293T-RXFP1 cAMP TR-FRET, 30 min; response scale: percent of porcine relaxin response, buffer zero. Potency, µM (top dose mostly 57.5 µM), inactives show top-dose activation, actives largely listed as activators. 370,000 tested, 0.3% active. AID 2676; also: potency is read from the fitted curve at half-maximal effect; % is scaled to controls: 0 for no effect and ±100 for the full control effect; nearly all actives have a fitted effect of over 60% in size; many of its hits are not listed in these tables
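HEK293 cells stably expressing RXFP1, treated 30 min at 37C with compounds plus PDE4 inhibitor Ro 20174; cAMP measured by HTRF TR-FRET. Normalized to buffer and 29 nM porcine relaxin; EC50 by Hill fit.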
Glioma ERSR ind – induces the endoplasmic reticulum stress response in human glioma cells; U87-MG GRP78 promoter luciferase reporter, 16 h; Potency, µM, inactives show at the highest dose activation, usual class: activators; 420,000 tested, 0.02% active; AID 602332; also: potency is read from the fitted curve at half-maximal effect; series mostly up to about 76 µM; % of control where 0% means no effect; nearly all actives have a fitted effect of over 35% in size
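Stably transfected U87-MG glioma cells carrying a GRP78-based luciferase sensor; 16 h compound incubation. Luminescence end-point read 10 min after Bright-Glo addition at room temperature.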
Numbers without * were called inactive. Unless noted, calls follow the shape of the dose curve; as a rule, active = well fitted curve in the direction sought with a large enough effect; inconclusive = small, poorly fitted or top-dose-only effect, or another doubt; inactive = no such curve, though single readings can be large; an effect the other way counts as inactive or inconclusive. Only part of the results is shown; count on the stated rates, not on these rows.

How did CN(C)/C=N/c1nc2nccc(-c3ccc(Cl)cc3)n2n1 do in these assays?
Vif-APOBEC3F blk: inconclusive; D1 potentiator: 0; D1 antag: 6; D1 ag: 1; D2 potentiator: 2; Vif-APOBEC3G blk: -3%; LDHA block: -1; RXFP1 ag: 18%; Glioma ERSR ind: -2%

What do the screens show for `CN(C)c1ccc(C(=O)NCc2ccc3c(c2)OCO3)cc1`?
Vif-APOBEC3F blk: 3%; D1 potentiator: -1; D1 antag: -21; D1 ag: 0; D2 potentiator: -1; Vif-APOBEC3G blk: -4%; LDHA block: 2; RXFP1 ag: 0.8%; Glioma ERSR ind: 0%

Results for Cc1ccc(C2C(C#N)=C3N=C(N)c4ccccc4N3C3=C2C(=O)CCC3)cc1 (configuration not stated) ?
Vif-APOBEC3F blk: 1%; D1 potentiator: -1; D1 antag: 6; D1 ag: 1; D2 potentiator: 3; Vif-APOBEC3G blk: -12%; LDHA block: 4; RXFP1 ag: -2.3%; Glioma ERSR ind: -4%

What do the screens show for `COc1cc(/C=N/NC(=O)CC2(C)OCCCO2)ccc1OCc1ccc(Cl)cc1Cl`?
Vif-APOBEC3F blk: -29%; D1 potentiator: -2; D1 antag: 0; D1 ag: 10; D2 potentiator: -6; Vif-APOBEC3G blk: 0%; LDHA block: -5; RXFP1 ag: 0.4%; Glioma ERSR ind: 3%

How did O=C(CCCc1c[nH]c2ccccc12)N1CCOCC1 do in these assays?
D1 potentiator: 0; D1 antag: 5; D1 ag: 3; D2 potentiator: 11; Vif-APOBEC3G blk: 0%; LDHA block: -7; RXFP1 ag: 3.9%; Glioma ERSR ind: 2%

Results for Cc1ccc(NC(=O)C(=O)NCc2ccc(/C=C(/C#N)C(=O)NCc3cccnc3)o2)cc1C ?
Vif-APOBEC3F blk: -16%; D1 potentiator: -7; D1 antag: -27; D1 ag: 3; D2 potentiator: 0; Vif-APOBEC3G blk: -5%; LDHA block: -5; RXFP1 ag: 2.2%; Glioma ERSR ind: 1%

Results for O=S(=O)(c1ccccc1)N1CCC(O)(CSc2ccccc2)CC1 ?
Vif-APOBEC3F blk: -1%; D1 potentiator: 0; D1 antag: -29; D1 ag: 16; D2 potentiator: 9; Vif-APOBEC3G blk: 5%; LDHA block: -8; RXFP1 ag: -0.6%; Glioma ERSR ind: -4%

What do the screens show for `CC(C)c1ccc(CN(C(=O)c2cccs2)C2CCS(=O)(=O)C2)cc1` (configuration not stated)?
Vif-APOBEC3F blk: -5%; D1 potentiator: 4; D1 antag: -7; D1 ag: -4; D2 potentiator: -5; Vif-APOBEC3G blk: -6%; LDHA block: -7; RXFP1 ag: -5.0%; Glioma ERSR ind: -2%

Results for CCOc1ccccc1-c1noc(CCC(=O)NC2CCCCC2)n1 ?
Vif-APOBEC3F blk: -4%; D1 potentiator: -3; D1 antag: -6; D1 ag: 0; D2 potentiator: -11; Vif-APOBEC3G blk: -1%; LDHA block: -3; RXFP1 ag: 2.3%; Glioma ERSR ind: -1%

Results for COc1cc2c(cc1OC)C(COc1ccc(F)cc1)N(C(=O)c1ccc(S(=O)(=O)N3CCCC3)cc1)CC2 (configuration not stated) ?
Vif-APOBEC3F blk: 9%; D1 potentiator: 0; D1 antag: -24; D1 ag: 1; D2 potentiator: -2; Vif-APOBEC3G blk: -4%; LDHA block: -1; RXFP1 ag: 3.5%; Glioma ERSR ind: 2%

How did COC(=O)c1c(NC(=O)c2ccco2)sc(C(=O)Nc2ccc(F)cc2)c1C do in these assays?
Vif-APOBEC3F blk: -7%; D1 potentiator: 1; D1 antag: -8; D1 ag: 1; D2 potentiator: 0; Vif-APOBEC3G blk: 0%; LDHA block: -6; RXFP1 ag: 5.2%; Glioma ERSR ind: 6%

How did CCOc1ccc(NS(=O)(=O)c2ccc(C(=O)N(C)CC(=O)Nc3ccc(OC)cc3)cc2)cc1 do in these assays?
Vif-APOBEC3F blk: -12%; D1 potentiator: 0; D1 antag: -8; D1 ag: 1; D2 potentiator: 17; Vif-APOBEC3G blk: -1%; LDHA block: -1; RXFP1 ag: -1.0%; Glioma ERSR ind: -2%

The last two entries of the section above lead into the next:
How did COC(=O)c1c(NC(=O)c2ccco2)sc(C(=O)Nc2ccc(F)cc2)c1C do in these assays?
Vif-APOBEC3F blk: -7%; D1 potentiator: 1; D1 antag: -8; D1 ag: 1; D2 potentiator: 0; Vif-APOBEC3G blk: 0%; LDHA block: -6; RXFP1 ag: 5.2%; Glioma ERSR ind: 6%

How did CCOc1ccc(NS(=O)(=O)c2ccc(C(=O)N(C)CC(=O)Nc3ccc(OC)cc3)cc2)cc1 do in these assays?
Vif-APOBEC3F blk: -12%; D1 potentiator: 0; D1 antag: -8; D1 ag: 1; D2 potentiator: 17; Vif-APOBEC3G blk: -1%; LDHA block: -1; RXFP1 ag: -1.0%; Glioma ERSR ind: -2%

What do the screens show for `CCOC(=O)Cc1nnc(NC(=O)CC)s1`?
Vif-APOBEC3F blk: 6%; D1 potentiator: 6; D1 antag: 18; D1 ag: 1; D2 potentiator: -1; Vif-APOBEC3G blk: 1%; LDHA block: 1; RXFP1 ag: 0.8%; Glioma ERSR ind: -5%

Results for c1ccc(NC2=NCCN2CCCC2CCCC2)cc1 ?
Vif-APOBEC3F blk: 4%; D1 potentiator: -7; D1 antag: 11; D1 ag: 2; D2 potentiator: -13; Vif-APOBEC3G blk: 6%; LDHA block: -19; RXFP1 ag: -1.3%; Glioma ERSR ind: -4%

Results for Cc1ccc(-n2ncc(C(=O)NCCc3ccccc3)c2C2CCN(C(=O)OC(C)(C)C)CC2)c(C)c1 ?
Vif-APOBEC3F blk: 1%; D1 potentiator: -4; D1 antag: -5; D1 ag: 4; D2 potentiator: 3; Vif-APOBEC3G blk: -1%; LDHA block: 0; RXFP1 ag: 8.4%; Glioma ERSR ind: 1%

How did CN(C)CCNC(=O)CNC(=S)N(CCCN1CCOCC1)Cc1cccs1 do in these assays?
Vif-APOBEC3F blk: 5%; D1 potentiator: 0; D1 antag: -4; D1 ag: 3; D2 potentiator: 0; Vif-APOBEC3G blk: -3%; LDHA block: -4; RXFP1 ag: -0.7%; Glioma ERSR ind: -2%

What do the screens show for `Cc1cccc(OCc2ccc(-c3nc(C#N)c(NCCN(C)C)o3)o2)c1`?
D1 potentiator: 3; D1 antag: -18; D1 ag: 102*; D2 potentiator: 20; LDHA block: 1; RXFP1 ag: -0.1%

How did O=S(=O)(Cc1ccc(Cl)cc1)c1ncc(CO)n1Cc1ccccc1 do in these assays?
Vif-APOBEC3F blk: 5%; D1 potentiator: -6; D1 antag: -13; D1 ag: 9; D2 potentiator: 9; Vif-APOBEC3G blk: 0%; LDHA block: -13; RXFP1 ag: 1.2%; Glioma ERSR ind: -3%

How did O=C(NC1CCCCCC1)C1CCN(C(=O)c2ccc(Br)cc2)CC1 do in these assays?
Vif-APOBEC3F blk: 2%; D1 potentiator: 4; D1 antag: 15; D1 ag: 0; D2 potentiator: 7; Vif-APOBEC3G blk: 3%; LDHA block: 0; RXFP1 ag: -0.2%; Glioma ERSR ind: -1%

What do the screens show for `Cn1nnnc1SCC(=O)N1c2ccccc2Sc2ccccc21`?
Vif-APOBEC3F blk: 5%; D1 potentiator: -8; D1 antag: 9; D1 ag: 7; D2 potentiator: -4; Vif-APOBEC3G blk: 0%; LDHA block: -6; RXFP1 ag: -1.3%; Glioma ERSR ind: -6%

Results for COc1ccc(S(=O)(=O)NCC(c2ccco2)N2CCN(c3ccccc3)CC2)cc1OC (configuration not stated) ?
Vif-APOBEC3F blk: -2%; D1 potentiator: -3; D1 ag: -4; D2 potentiator: 16; Vif-APOBEC3G blk: 4%; LDHA block: -4; RXFP1 ag: -0.6%; Glioma ERSR ind: -4%

What do the screens show for `Cc1nnnn1CC(=O)Nc1cccc([N+](=O)[O-])c1`?
Vif-APOBEC3F blk: -3%; D1 potentiator: -4; D1 antag: -3; D1 ag: 4; D2 potentiator: -2; Vif-APOBEC3G blk: -2%; LDHA block: -3; RXFP1 ag: 2.3%; Glioma ERSR ind: 0%

What do the screens show for `Clc1ccc(CSc2nnc(-c3ccncc3)o2)c(Cl)c1`?
Vif-APOBEC3F blk: -5%; D1 potentiator: -5; D1 antag: 15; D1 ag: 4; D2 potentiator: 1; Vif-APOBEC3G blk: 0%; LDHA block: 0; RXFP1 ag: 0.4%; Glioma ERSR ind: 1%

What do the screens show for `Cc1cc(C)c2c(NC(=S)NC(=O)c3ccccc3)nn(C)c2n1`?
Vif-APOBEC3F blk: 6%; D1 potentiator: -1; D1 antag: 12; D1 ag: 4; D2 potentiator: 1; Vif-APOBEC3G blk: 1%; LDHA block: -7; RXFP1 ag: 4.0%; Glioma ERSR ind: -4%

How did COCCN=C1NN=C(c2ccc(NC(C)=O)cc2)CS1 do in these assays?
Vif-APOBEC3F blk: 10%; D1 potentiator: -7; D1 ag: 1; D2 potentiator: 3; Vif-APOBEC3G blk: 0%; LDHA block: -7; RXFP1 ag: 3.1%; Glioma ERSR ind: -3%

What do the screens show for `Cn1c(CO)nc2c3ccccc3ccc21`?
Vif-APOBEC3F blk: -9%; Vif-APOBEC3G blk: -5%; LDHA block: 4; Glioma ERSR ind: 9%

What do the screens show for `O=c1[nH]c(=O)n(Cc2ccco2)c2c1C(C(F)(F)F)(C(F)(F)F)N=C(C1CCCCC1)N2`?
Vif-APOBEC3F blk: -1%; D1 potentiator: -6; D1 antag: 8; D1 ag: 6; D2 potentiator: -2; Vif-APOBEC3G blk: 1%; LDHA block: -4; RXFP1 ag: 4.6%; Glioma ERSR ind: -5%

How did COc1cccc(CN(C)C(=O)c2ccc(NS(=O)(=O)c3ccc(F)cc3)cc2)c1OC do in these assays?
Vif-APOBEC3F blk: -24%; D1 potentiator: 7; D1 antag: 6; D1 ag: 9; D2 potentiator: 12; Vif-APOBEC3G blk: -6%; LDHA block: -4; RXFP1 ag: 3.4%; Glioma ERSR ind: -3%
